Bioassay records from PubChem.
PGE2 EP2 inh = inhibitors of human EP2 prostaglandin E2 receptor; P43116; C6 glioma cells expressing human EP2, cAMP TR-FRET; cells stimulated with saturating PGE2; inhibition, % at 25 µM; 260,000 tested, 0.52% active; AID 1422;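 active means percent inhibition above 40 after rounding to a whole number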;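 further: rat C6 glioma host cells with rolipram phosphodiesterase inhibitor present; the protocol text gives 20 µM as final concentration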
PERK inhibitor = human PERK inhibition, primary cell-based screen | Q9NZJ5 | CHO PERK-DD fusion, SEAP luminescence translation reporter | inhibition, % at 5.6 µM | 220,000 tested, 0.17% active | AID 1416;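 active means inhibition above the mean inhibition of all tested compounds plus 3 SD, set separately per screening campaign, cut at about 2.9% in these data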;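 further: PERK kinase domain activated by AP20187 dimerizer at 100 nM; 0% = DMSO with dimerizer and 100% = rapamycin at 8.4 µM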
Target sequence (Q9NZJ5 whole entry, looked up, the tested form may be a part): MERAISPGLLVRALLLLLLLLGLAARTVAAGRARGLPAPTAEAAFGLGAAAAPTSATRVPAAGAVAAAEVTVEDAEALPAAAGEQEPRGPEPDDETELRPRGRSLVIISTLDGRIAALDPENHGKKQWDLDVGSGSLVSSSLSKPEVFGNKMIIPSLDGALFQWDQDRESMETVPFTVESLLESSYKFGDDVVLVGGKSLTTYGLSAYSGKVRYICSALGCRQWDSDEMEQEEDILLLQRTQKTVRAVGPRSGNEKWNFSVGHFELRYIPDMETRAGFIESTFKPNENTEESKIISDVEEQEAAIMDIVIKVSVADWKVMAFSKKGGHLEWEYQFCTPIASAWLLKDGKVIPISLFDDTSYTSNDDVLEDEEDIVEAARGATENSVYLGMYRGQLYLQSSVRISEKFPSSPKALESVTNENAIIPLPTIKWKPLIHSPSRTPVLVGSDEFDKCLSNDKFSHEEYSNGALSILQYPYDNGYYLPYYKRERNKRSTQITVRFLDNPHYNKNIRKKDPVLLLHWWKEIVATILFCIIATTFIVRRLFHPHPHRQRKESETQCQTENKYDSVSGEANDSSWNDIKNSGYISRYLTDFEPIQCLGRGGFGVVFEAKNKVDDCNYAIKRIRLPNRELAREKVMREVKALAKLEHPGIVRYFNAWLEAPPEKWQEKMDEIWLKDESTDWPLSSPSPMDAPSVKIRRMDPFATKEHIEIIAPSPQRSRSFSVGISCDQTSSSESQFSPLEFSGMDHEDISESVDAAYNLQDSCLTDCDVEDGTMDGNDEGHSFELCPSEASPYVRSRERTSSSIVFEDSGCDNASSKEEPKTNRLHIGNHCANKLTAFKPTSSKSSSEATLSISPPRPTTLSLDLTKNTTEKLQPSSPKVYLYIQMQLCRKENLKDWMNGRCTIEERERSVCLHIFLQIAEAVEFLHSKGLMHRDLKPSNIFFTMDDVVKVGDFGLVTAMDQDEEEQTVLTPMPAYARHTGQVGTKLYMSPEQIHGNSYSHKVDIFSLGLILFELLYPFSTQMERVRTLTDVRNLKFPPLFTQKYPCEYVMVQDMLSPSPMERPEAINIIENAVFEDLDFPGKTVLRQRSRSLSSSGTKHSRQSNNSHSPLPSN
zVAD death inh = L929 zVAD cell death inhibition. L929 zVAD necroptosis rescue, ATP luminescence, 24 h; with zVAD 60 µM. 220,000 tested, 0.38% active. viability rescue, % at 10 µM;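 active means activation, scaled between plate controls, above about 75%, limit read from the data; inactive means activation under that limit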;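 further: 0% = zVAD with DMSO and 100% = DMSO alone without zVAD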
Runt-CBFb FRET = inhibitors of human RUNX1 Runt domain binding to CBFb. Cerulean-Runt/Venus-CBFb FRET ratio 530/480, 1 h. 220,000 tested, 0.46% active. inhibition, % at 20 µM. AID 1496. Q01196+Q13951;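 active means inhibition over about 50% at 20 µM in the single-dose screen, limit read from the data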;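 further: 0% = DMSO wells and 100% = excess unlabeled CBFb competitor control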
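Doses: 20 µM compound in 1% DMSO | Material: Cerulean-labeled Runt domain protein | Amount: Each fluorescent fusion protein 100 nM | Schedule: Two 1 h room-temperature incubations shielded from light | Measured by: FRET fluorescence | Evaluation: Loss of energy transfer signal | Controls: Unlabeled CBFb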
TNF death inh = inhibitors of TNF-alpha induced necroptosis in Jurkat FADD-/- cells; Jurkat FADD-/- TNF necroptosis rescue, ATP luminescence, 24 h; 0 = TNF only, 100 = no-TNF cells; 220,000 tested, 0.068% active; AID 463075; activation (protection from cell death), % at 10 µM;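 active means activation, meaning protection from cell death, of at least 50% relative to plate controls; inactive means activation below 50%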;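 further: necroptosis triggered by 40 ng/mL TNF-alpha added together with compound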
Hck Nef HTS = blocks Nef-activated human Hck kinase; Recombinant Hck-YEEI plus Nef, Z-Lyte FRET kinase assay; 220,000 tested, 0.68% active; AID 463187; P08631; inhibition, % at 20 µM;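 active means Hck-Nef kinase inhibition above about 50%, limit read from the data; inactive means inhibition below that limit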;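 further: 0% = DMSO with Hck plus Nef and 100% = Hck alone without Nef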
Runt-SMMHC FRET = Runt domain-CBFb-SMMHC interaction inhibition | 220,000 tested, 0.74% active | inhibition, % at 20 µM | Cerulean-Runt/Venus-CBFb-SMMHC FRET ratio 530/480, 1 h;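 active means mean inhibition across duplicate retests at 20 µM reaching about 50%, limit read from the data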;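 further: 0% = DMSO wells and 100% = wells with excess untagged CBFb-SMMHC; inhibitors lower the FRET ratio by blocking Runt binding to CBFb-SMMHC; some results filed as inactive read as strong as hits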
EP2 modulator = modulates human prostaglandin E2 receptor EP2 signaling; P43116; EP2-expressing cells, cAMP HTRF FRET, PGE2 co-stimulation; induction, % at 25 µM; 260,000 tested, 0.83% active;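 active means compounds whose cAMP rise, as percent of the full-agonist control response, exceeds 60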;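 further: rat C6 glioma line stably carrying human EP2 under a CMV promoter; the protocol text gives 20 µM as final concentration; 100% = response of wells given 1 µM PGE2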
RBBP9 inhibitor = human RBBP9 hydrolase inhibition; 220,000 tested, 0.2% active; AID 1515; recombinant RBBP9, FP-Rh probe fluorescence polarization; inhibition, % at 7.94 µM;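 active means inhibition above the campaign mean of all tested compounds plus 3 SD, cut at about 14% in these data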;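 further: plate controls were DMSO wells with RBBP9 for no effect and wells lacking RBBP9 protein for full effect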
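Measured by: FP readout at 525/598 nm; material: recombinant human RBBP9; also added: Serine-hydrolase probe FP-Rh, 375 nM pre-mixing; medium: Tris buffer pH 8.0, NaCl, Pluronic; replication: one well per compound; doses: one concentration, 7.94 µM nominal, 0.794% DMSO; timing: preincubation 30 min plus labeling 45 min at 25 °C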
* marks the source's active call; other numbers are inactive results; x = not tested or not shown; & = joins results of further samples. An excerpt; rates above refer to the full screens.

SMILES	PGE2 EP2 inh	PERK inhibitor	zVAD death inh	Runt-CBFb FRET	TNF death inh	Hck Nef HTS	Runt-SMMHC FRET	EP2 modulator	RBBP9 inhibitor
CCOC(=O)c1ccc(NC(=O)CSc2nnc(Cn3c(=O)sc4ccccc43)n2C)cc1	x	0.0	1.5	1	1.0	3	2	1	-6
Cc1ccc(S(=O)(=O)N2CCN(C(=O)CN3CCCC3)C2)cc1	15	0.5	0.8	1	0.7	0	-3	10	-6
O=C(CN(Cc1ccccc1F)C(=O)c1ccco1)NCc1ccc(F)cc1	10	-1.3	0.2	-3	-0.1	3	-1	11	-3
CCOn1c(=O)c(=O)n(O)c2ccccc21	5	-0.3	2.8	0	0.5	25	-1	7	-4
c1ccc(OCCCc2nc(-c3cccnc3)no2)cc1	9	1.6	-0.3	0	-0.5	0	1	-34	-2
O=C(Nc1ccc(Cl)c(Cl)c1)Nc1ccccc1O	35	1.5	2.4	1	0.2	6	-4	-53	-4
CCCS(=O)(=O)NCCc1cc2c(C)ccc(C)c2[nH]c1=O	2	0.5	-0.1	-1	0.8	14	1	2	1
O=C(O)c1cc2ccccc2c(=O)s1	17	0.4	-0.1	0	-0.5	-1	0	2	2
COc1ccc(S(=O)(=O)Cc2ccc(C(=O)N3CCN(C4CCCCC4)CC3)o2)cc1	14	-2.1	1.4	2	2.1	-2	0	6	-11
Cc1ccsc1/C=C1\Oc2cc(OCC(=O)c3ccccc3)ccc2C1=O	12	0.8	1.1	-16	1.8	16	-24	-13	0
O=C(Nc1nc2c(s1)CCCC2)c1cc(-c2ccccc2)nc2ccccc12	2	0.2	1.3	-3	2.9	1	-8	0	1
COc1ccc(Cn2c(C)nc3oc4cc(OC)ccc4c(=O)c3c2=O)cc1	3	0.3	-0.2	1	-3.1	3	1	13	-13
O=C(Cn1nc(C(=O)O)c2ccccc2c1=O)NCC1CCCO1 (stereo not drawn)	4	0.9	1.4	0	1.1	-13	2	38	6
COc1ccc(N(CC(=O)Nc2ccc(C(N)=O)cc2)S(=O)(=O)c2ccc(C)c([N+](=O)[O-])c2)cc1	12	0.1	0.3	-2	2.6	22	-4	-18	1
OCCNc1nc2ccc(Cl)cc2[nH]1	4	-0.1	0.0	0	0.6	4	2	4	-2
COC(=O)CSc1nc(C)c(C(=O)Nc2ccccc2C)c(-c2ccc(Cl)cc2)c1C#N	15	0.6	-0.1	-2	0.1	4	-4	-13	1
O=c1c(-n2cncn2)c[nH]n1-c1cccc(Cl)n1	2	1.2	-0.8	-1	-3.4	14	-2	3	-6
CCOc1ccc(NC(=O)CCNS(=O)(=O)c2ccc3c(c2)CCC(=O)N3)cc1	11	0.1	x	-5	-0.5	3	5	7	-12
Cc1ccc(CN=c2c([N+](=O)[O-])nn(-c3ccc(Cl)cc3)n2O)cc1	3	1.2	0.3	0	-0.4	-3	-4	1	-7
Cc1ccc(-c2n[nH]c(=S)n2/N=C/c2ccc(C)s2)cc1	16	0.8	0.9	12	-2.4	1	12	21	-5
CS(=O)(=O)N(CC(=O)Nc1cccc(F)c1)Cc1ccccc1	6	0.5	0.7	0	0.4	0	2	39	-7
CC(C(=O)Nc1ccccc1-c1ccccc1)N1CCN(Cc2ccccc2)CC1 (stereo not drawn)	5	-0.7	-0.5	-6	0.4	-1	-4	59	-6
Cc1ccc(S(=O)(=O)NCC(=O)N(CC(=O)NC(C)(C)C)Cc2cccs2)cc1	8	1.0	0.3	3	-1.1	-16	-7	18	-4
COc1ccc(C(=O)Nc2ccc(Cl)cc2C(=O)NCCO)cc1	8	-0.3	-0.1	0	1.5	26	1	4	-8
CC1=C(C(N)=O)C(c2ccc(Cl)cc2Cl)n2ncnc2N1 (stereo not drawn)	5&3	0.9	0.1	2	-2.5	0	1	-9&-10	-6

A second format for some results above:
SMILES | PGE2 EP2 inh | PERK inhibitor | zVAD death inh | Runt-CBFb FRET | TNF death inh | Hck Nef HTS | Runt-SMMHC FRET | EP2 modulator | RBBP9 inhibitor
CCCS(=O)(=O)NCCc1cc2c(C)ccc(C)c2[nH]c1=O | 2 | 0.5 | -0.1 | -1 | 0.8 | 14 | 1 | 2 | 1
O=C(O)c1cc2ccccc2c(=O)s1 | 17 | 0.4 | -0.1 | 0 | -0.5 | -1 | 0 | 2 | 2
COc1ccc(S(=O)(=O)Cc2ccc(C(=O)N3CCN(C4CCCCC4)CC3)o2)cc1 | 14 | -2.1 | 1.4 | 2 | 2.1 | -2 | 0 | 6 | -11
Cc1ccsc1/C=C1\Oc2cc(OCC(=O)c3ccccc3)ccc2C1=O | 12 | 0.8 | 1.1 | -16 | 1.8 | 16 | -24 | -13 | 0
O=C(Nc1nc2c(s1)CCCC2)c1cc(-c2ccccc2)nc2ccccc12 | 2 | 0.2 | 1.3 | -3 | 2.9 | 1 | -8 | 0 | 1
COc1ccc(Cn2c(C)nc3oc4cc(OC)ccc4c(=O)c3c2=O)cc1 | 3 | 0.3 | -0.2 | 1 | -3.1 | 3 | 1 | 13 | -13
O=C(Cn1nc(C(=O)O)c2ccccc2c1=O)NCC1CCCO1 (stereo not drawn) | 4 | 0.9 | 1.4 | 0 | 1.1 | -13 | 2 | 38 | 6

(next part)
SMILES	PGE2 EP2 inh	PERK inhibitor	zVAD death inh	Runt-CBFb FRET	TNF death inh	Hck Nef HTS	Runt-SMMHC FRET	EP2 modulator	RBBP9 inhibitor
CCc1ccc(NC(=O)CCn2ccnc2C)cc1	11	0.0	-0.1	-1	0.9	-2	-5	41	-5
COc1cc(/C=C2/C(=O)N(c3ccccc3)N=C2C)ccc1OS(=O)(=O)c1ccccc1	18	-0.3	0.0	-6	1.9	1	4	-26	1
Nc1ncc(-c2cc3ccccc3oc2=O)s1	11	0.7	-0.3	6	-4.2	0	13	-1	-3
Cn1ccnc1Sc1nc(Nc2cccc(Cl)c2)nc(N2CCOCC2)n1	7	-2.1	3.6	1	-5.3	-1	-1	61*	-9
CCCc1cc(=O)[nH]c(SCc2csc(-c3ccccc3)n2)n1	12	0.3	-0.4	-3	-0.1	2	-4	-30	0
CCn1cc([N+](=O)[O-])c(C(=O)Nc2ccn(Cc3ccccc3)n2)n1	1	0.4	0.3	-1	0.4	3	-1	21	-6
CCOC(=O)c1c(N)sc(C(C)=O)c1C	11	1.0	-0.3	1	-3.5	1	-2	26	-3
COc1ccc(OC)c(/C=N/NC(=O)C(=O)NCc2cccnc2)c1	7	-1.5	0.6	1	-1.0	14	-4	-36	-6
CC(C)C(C(=O)Nc1nccs1)c1ccccc1 (stereo not drawn)	18	-0.7	0.5	20	0.3	0	45	20	1
Cc1cc(/C=N/n2cnnc2)c(C)n1-c1ccc(OCc2ccccc2F)cc1	22	-1.0	-0.4	-3	-17	1	-2	-20	-10
CCOc1ccccc1N1CC(C(=O)Nc2ccc(C(=O)O)cc2)CC1=O (stereo not drawn)	5	1.1	-0.2	2	-1.7	8	-1	7	-8
N#Cc1nc(/C=C/c2ccccc2)oc1NCCCN1CCOCC1	8	-1.7	1.1	14	2.2	54*	32	-36	-10
COC(=O)c1c(-c2ccc(C)cc2)csc1NC(=S)NC(=O)c1cc(OC)cc(OC)c1	9	1.8	0.0	0	-1.3	0	2	15	-10
O=C(CC1Oc2ccccc2NC1=O)NCCc1ccccc1 (stereo not drawn)	17	0.7	0.3	2	-0.2	0	-7	-12	-7
CCOc1cccc(C(=O)Nc2cccc(-c3nnc(-c4ccccc4)o3)c2)c1	11	0.8	21	-4	-6.7	15	-5	41	-7
COc1ccc(Cl)cc1NC(=O)CNc1ccccc1F	7	-0.6	3.3	0	0.0	2	-2	14	-7
COc1ccc(Cl)cc1NC(=O)[C@@H]1CCCN1C(=O)c1cccs1	3	0.4	0.9	1	2.7	2	1	7	-4
Cc1c(N2C(=O)/C(=C\c3ccc(N(C)C)cc3)N(C)C2=S)c(=O)n(-c2ccccc2)n1C	7	-1.2	-0.7	-25	-2.4	-1	-54	-2	-22
CCOc1cc(/C=C2/SC(=S)NC2=O)ccc1OC(=O)c1ccco1	1	1.3	79*	-11	3.2	27	-10	-3	-5
CC(NCc1ccc(N(C)C)cc1)C1CC2CCC1C2 (stereo not drawn)	1	-1.2	0.7	2	0.7	-2	0	-17	2
CCN(CC)CCn1c(N)c(S(=O)(=O)c2ccccc2)c2nc3ccccc3nc21	5	-1.7	0.2	6	1.1	11	7	-6	-6
CN(C)CCN1C(=O)C(O)=C(C(=O)c2cc3ccccc3o2)C1c1ccc(N(C)C)cc1 (stereo not drawn)	11	-0.3	-0.9	-8	-0.2	7	-30	7	-2
C=CCn1c(SCC(=O)c2cc(C)n(CC3CCCO3)c2C)nnc1-c1ccccc1 (stereo not drawn)	14	0.1	-0.3	2	0.1	3	0	25	-4
O=C(Nc1cccc2c1CCCC2)c1cc([N+](=O)[O-])cc([N+](=O)[O-])c1	3	1.4	x	-20	1.6	6	-7	-18	-9
CC(=O)C1=NOC(CNC(=O)c2c(-c3ccccc3Cl)noc2C)C1 (stereo not drawn)	11	1.3	-0.4	0	-3.1	1	-2	0	-4

(list continues)
SMILES	PGE2 EP2 inh	PERK inhibitor	zVAD death inh	Runt-CBFb FRET	TNF death inh	Hck Nef HTS	Runt-SMMHC FRET	EP2 modulator	RBBP9 inhibitor
O=C(CN1C(=O)C2C3CCC(C3)C2C1=O)Oc1ccc2ccccc2c1 (stereo not drawn)	13	0.4	-0.1	-1	-1.4	3	-2	2	-7
Cn1c(SCCCC(=O)c2ccc(F)cc2)nnc1-c1ccncc1	13	-0.2	0.1	-2	-1.0	1	-5	16	-5
CCOC(=O)C1CCN(C(=O)CNC(=O)OC(C)(C)C)CC1	8	1.1	-0.1	2	-5.5	0	0	19	-6
Cc1ccc(S(=O)(=O)/N=C2/NC(=O)/C(=C/c3ccc(Br)o3)S2)cc1	11	0.5	2.4	-7	-0.6	9	-2	6	-11
COC(=O)CN(C)C1CC(=O)N(c2ccc(Cl)cc2)C1=O (stereo not drawn)	4	1.0	0.3	12	-1.6	1	14	9	-9
COc1cc(/C=N/NC(=O)C(N)=O)ccc1OCC(=O)N1C(C)CCCC1C (stereo not drawn)	8	1.5	1.3	0	0.2	-2	2	9	10
O=C1NC(=S)N/C1=C\c1ccccc1OCc1ccc(C(=O)O)cc1	18	0.2	0.0	-2	1.8	6	-2	-17	-12
O=C(Nc1ccc2c(c1)OCO2)c1cc(-c2ccncc2)nc2ccccc12	9	0.1	40	-3	-1.4	24	0	13	-4
COc1ccc(OC)c(N(CC(=O)N2CCCCC2)S(=O)(=O)c2ccc(OC)c(OC)c2)c1	9	0.2	-1.0	-1	-1.0	9	2	27	-6
